High-throughput results (PubChem)
RAD52 inh: RAD52 DNA annealing inhibitors, primary screen, biochemical, FRET, single point, set 2; DNA repair protein RAD52 homolog (Homo sapiens), P43351; recombinant RAD52 DNA annealing, FRET fluorescence; inhibition, % at 18.7 µM; actives 0.46% (n = 360,000);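 active = every replicate showing at least 50% inhibition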
Target sequence (P43351 whole entry, looked up): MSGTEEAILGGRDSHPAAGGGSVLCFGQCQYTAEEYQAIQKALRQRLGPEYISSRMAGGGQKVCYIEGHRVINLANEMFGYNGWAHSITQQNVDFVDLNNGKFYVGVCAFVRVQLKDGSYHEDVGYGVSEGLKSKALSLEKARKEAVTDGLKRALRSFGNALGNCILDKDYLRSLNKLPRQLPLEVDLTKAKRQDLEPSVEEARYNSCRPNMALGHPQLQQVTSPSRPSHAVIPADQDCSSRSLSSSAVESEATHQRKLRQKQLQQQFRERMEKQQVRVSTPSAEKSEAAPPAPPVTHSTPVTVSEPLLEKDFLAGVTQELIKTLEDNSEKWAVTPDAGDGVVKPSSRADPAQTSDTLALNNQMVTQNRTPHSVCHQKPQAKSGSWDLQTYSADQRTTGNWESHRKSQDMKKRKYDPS
RAD54 inh: inhibitors of human RAD54 branch migration, primary screen, biochemical, fluorescence, single point; DNA repair and recombination protein RAD54-like (Homo sapiens), Q92698; RAD54 Holliday junction branch migration, FAM/BHQ fluorescence; AID 602329, 2012; actives 0.14% (n = 360,000); inhibition, % at 10.4 µM;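 active = mean normalized replicate activity at least 40 and at least half of replicates scoring 40 or more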;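 note: 0% = median of neutral control wells and 100% = median of positive control wells; inhibitors cause a drop in the FAM fluorescence signal; in these data hits start at about 50%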
FN deposition inh: inhibitors of fibronectin matrix deposition, primary screen, AH1F cells, Alexa488-fibronectin fluorescence, plate reader; AH1F fibroblasts, overnight; inhibition, % at 12.6 µM; actives 0.086% (n = 350,000); AID 743247, 2014;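 active = mean inhibition across replicates of 30% or more, regardless of how many single replicates reach that level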;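 note: positive control wells lacked labelled fibronectin entirely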
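Material: AH1F fibroblast monolayer depositing Alexa488-labelled fibronectin into matrix / Amount: 10000 AH1F cells per well / Signal: fluorescence 485/525 nm / Medium: DMEM, 2% serum / Compound: single dose, pinned / Incubation: 1 h cell adhesion before compound, then overnight fibronectin incubation / Reagent: Alexa488-FN, 24 nM final / Read-out: inhibition of fibronectin deposition signal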
esBAF inh: Bmi1 luciferase reporter increase in mESCs, primary screen, esBAF inhibitor project, mouse ES cells, Bmi1 luciferase knock-in, single point. 24 h; 100% = twice the neutral-well signal. reporter increase, % at 12.5 µM. actives 2% (n = 350,000). AID 602393, 2012; in the data active = activation above about 40%;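 note: 0% = median of the plate's neutral control wells and 100% = double that signal; a rise in the Bmi1 reporter signal indicates esBAF inhibition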
EWS-Fli inh: EWS/Fli-driven NR0B1 reporter inhibitors, primary screen, A673 cells, NR0B1 luciferase, luminescence, MLPCN library; actives 0.67% (n = 350,000); viability-normalised; AID 651661, 2012; inhibition, % at 12.6 µM;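 active = mean inhibition of at least 50% after viability correction, with every replicate also passing that limit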;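 note: firefly luciferase signal divided by Alamar Blue viability fluorescence both relative to DMSO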
S100A4 MyoIIA: inhibitors of S100A4-myosin IIA peptide binding, primary screen, biochemical, fluorescence polarization, TAMRA-MyoIIA peptide; Protein S100-A4 (Homo sapiens), P26447; inhibition, % at 10.7 µM; actives 0.14% (n = 360,000); AID 652163, 2013;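 active = mean inhibition of at least 70% across replicates, with every replicate also reaching that level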
Target sequence (P26447 whole entry, looked up): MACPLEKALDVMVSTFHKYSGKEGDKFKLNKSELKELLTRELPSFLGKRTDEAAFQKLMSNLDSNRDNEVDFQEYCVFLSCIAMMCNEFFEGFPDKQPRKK
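Material: S100A4 monomer (human). Medium: Calcium-containing HEPES buffer, pH 7.2. Probe or stimulus: labelled myosin peptide probe, 5 nM. Compound dosing: one concentration per compound. Timing: polarization read 5 min after assay mix addition, stable 5–60 min. Benchmarks: DMSO as neutral control, TFP as positive control.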
E-sel inducer: E-selectin induction in HUVECs, primary screen, imaging, HUVEC, immunofluorescence imaging, single point; P16581; normalized: neutral wells 0, TNF-alpha wells 100; activation, % at 7.58 µM; actives 0.37% (n = 260,000); AID 686992, 2013;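 active = mean E-selectin-positive cell signal at least 10% of the positive control, reached in at least 60% of replicates, without over 20% cell loss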;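 note: in these data hits start at about 27%; measured in HUVEC primary endothelial cells; signal is the percent of cells scored E-selectin positive by PE staining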
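Test system: HUVEC; input: 3,000 HUVEC/well; measured by: immunofluorescence imaging; read-out: % PE-positive cells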
XiGFP reactiv: activators of inactive X chromosome reactivation, primary screen, imaging, XiGFP fibroblasts, GFP high-content imaging, set 2; XiGFP mouse fibroblasts, % GFP-positive cells imaging, 3 d; cells co-treated with 5-aza-dC sensitizer; scaled so ellipticine positive control = 100%; activation, % at 7.58 µM; actives 0.055% (n = 360,000); AID 743238, 2013;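 active = mean normalized replicate activation at least 10% and every replicate at or above 10%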;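 note: 0% = median of on-plate neutral control wells and 100% = ellipticine 6 µM median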
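Material: XiGFP fibroblasts, SV40-immortalized; Buffer or medium: DMEM containing 5-aza-dC; Compound dosing: single point; Times: 3 days compound exposure.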
* marks the source's active call; other numbers are inactive results; · = no result given. Outcome played no part in choosing rows; overall some 3% were active at least once.

Letter code – A = RAD52 inh; B = RAD54 inh; C = FN deposition inh; D = esBAF inh; E = EWS-Fli inh; F = S100A4 MyoIIA; G = E-sel inducer; H = XiGFP reactiv
> Cc1ccccc1-c1ccc([C@H]2[C@H]3CN(C(=O)Nc4cccc(F)c4)CCCCN3[C@H]2CO)cc1
  A = -6 | B = 7 | C = · | D = 1 | E = 16 | F = 10 | G = -0.8 | H = -0.1
> COc1ccc(S(=O)(=O)N2CC3(CN(C(=O)CN(C)C)[C@@H](CO)c4c3c3ccc(OC)cc3n4C)C2)cc1
  A = 37 | B = · | C = 10 | D = · | E = · | F = -1 | G = 0.2 | H = 0.0
> CN1CCN(c2cc(C(F)(F)F)nc3ccc(F)cc23)CC1
  A = -9 | B = 6 | C = -8 | D = 2 | E = -13 | F = 1 | G = · | H = -0.1
> Cc1ccccc1C(=O)N1CCC(C(=O)Nc2ccccn2)CC1
  A = -18 | B = -1 | C = -1 | D = 4 | E = 0 | F = -6 | G = · | H = 0.0
> O=C(Nc1ccc2c(c1)CCC2)c1ccc(Br)s1
  A = -16 | B = -2 | C = · | D = 22 | E = -72 | F = -7 | G = · | H = -0.1
> CC(C)C#Cc1ccc([C@H]2[C@H](CO)N3CCCCN(S(=O)(=O)Cc4ccccc4)C[C@@H]23)cc1
  A = · | B = 7 | C = · | D = · | E = 0 | F = · | G = -0.7 | H = 0.1
> COc1ccc(NC(=O)CCS(=O)(=O)c2cccc3nonc23)cc1Cl
  A = -2 | B = -3 | C = 12 | D = -3 | E = -6 | F = -6 | G = · | H = 0.1
> Cc1noc(C)c1NC(=O)NCC[C@H]1CC[C@@H](NC(=O)Cc2cccnc2)[C@H](CO)O1
  A = -4 | B = -3 | C = -1 | D = 0 | E = 0 | F = 9 | G = -1.0 | H = 0.7
> CC(C)NC(=O)CSc1nc(-c2cccs2)cc(-c2ccccc2)c1C#N
  A = · | B = 5 | C = -4 | D = -6 | E = · | F = · | G = 0.2 | H = ·
> Cc1cc(CNCc2c(C(=O)N(C)Cc3ccccc3)nc3ccccn23)nn1C
  A = -11 | B = · | C = -7 | D = · | E = -27 | F = 1 | G = -0.1 | H = 0.5
> CCOc1ccc(N(CC(=O)Nc2cccc(F)c2)S(=O)(=O)c2c(C)noc2C)cc1
  A = -5 | B = 9 | C = -6 | D = 3 | E = 8 | F = -1 | G = · | H = 0.1
> CC(C)C(C)NC(=O)COC(=O)c1cccc(C(=O)OCC(=O)NC(C)C(C)C)n1 (stereo unspecified)
  A = -13 | B = · | C = -4 | D = · | E = 8 | F = -2 | G = · | H = 0.0
> C[C@@H]1CN([C@@H](C)CO)C(=O)c2cccc(NS(=O)(=O)c3cccs3)c2O[C@@H]1CN(C)Cc1ccc2c(c1)OCO2
  A = -4 | B = -3 | C = -11 | D = 0 | E = 2 | F = -7 | G = -1.2 | H = -1.1
> CC=Cc1ccc2n(c1=O)C[C@@H]1[C@@H](CO)[C@H](C(=O)NCC)[C@H]2N1CC1CCOCC1 (mixture of isomers)
  A = 15 | B = 7 | C = · | D = -1 | E = 5 | F = -5 | G = 0.1 | H = 0.0
> CCN(C(=O)c1cnc(NC(C)C)cc1C(F)(F)F)c1ccc(Cl)cc1
  A = -4 | B = 3 | C = -1 | D = -5 | E = 16 | F = -2 | G = · | H = 1.0
> COCCCN1C(=O)C(=O)/C(=C(/O)c2ccc(S(=O)(=O)N3CCOCC3)cc2)C1c1cccc(Cl)c1 (stereo unspecified)
  A = -14 | B = 4 | C = 7 | D = 3 | E = -1 | F = 1 | G = · | H = 0.4
> C[C@@H]1CN([C@@H](C)CO)C(=O)c2cc(NC(=O)C3CC3)ccc2O[C@@H]1CN(C)Cc1ccc2c(c1)OCO2
  A = -1 | B = 0 | C = · | D = -1 | E = -3 | F = -5 | G = 0.7 | H = -0.5
> COc1ccc2c(CC(=O)OCC(=O)Nc3cccc(S(N)(=O)=O)c3)coc2c1
  A = -11 | B = 2 | C = -1 | D = -4 | E = 0 | F = -3 | G = -0.3 | H = -0.1
> Cc1ccsc1C(=O)N1CCCC(CO)(Cc2ccccc2)C1 (stereo unspecified)
  A = -22 | B = 2 | C = -2 | D = 29 | E = -46 | F = -2 | G = 2.7 | H = 0.1
> CN(C)CC(=O)N1[C@H](C(=O)NC2CCC2)[C@@H](CO)[C@@H]2Cn3c(ccc(-c4cccc(F)c4)c3=O)[C@@H]21
  A = · | B = 3 | C = -3 | D = -5 | E = -2 | F = · | G = -0.2 | H = 0.2
> C[C@H]1CN([C@@H](C)CO)C(=O)Cc2cc(NC(=O)CCC(F)(F)F)ccc2O[C@@H]1CN(C)S(=O)(=O)c1cn(C)cn1
  A = · | B = -4 | C = · | D = 1 | E = -15 | F = · | G = 0.4 | H = -0.6
> Cc1cc(N2CCN(C)CC2)nc2ccc(NC(=O)CCC(=O)NCCCOC(C)C)cc12
  A = 5 | B = · | C = 8 | D = · | E = 0 | F = -4 | G = 10 | H = 0.0
> O=C1Nc2ccccc2O/C1=C\c1ccccc1
  A = -3 | B = -12 | C = 2 | D = 11 | E = -6 | F = 2 | G = · | H = 0.3
> CN(C)C(=O)c1cccc(-c2ccc3c(c2)[C@@H]2[C@@H](CCN2C(=O)C2CCC2)[C@H](CO)N3)c1
  A = 12 | B = · | C = 3 | D = · | E = 5 | F = -4 | G = -0.3 | H = 0.0
> CCCCOc1cccc2c(=O)n(CC(=O)Nc3ccc4c(c3)OCCO4)ccc12
  A = -8 | B = 10 | C = 1 | D = -4 | E = 1 | F = -4 | G = · | H = 0.0
> CCC1(C(N)=O)CC2C=CC1C2 (stereo unspecified)
  A = 0 | B = -8 | C = · | D = 1 | E = -3 | F = -1 | G = -0.2 | H = 0.0
> C=C(C)COc1ccc(-c2n[nH]c(C)c2-c2ccc(OC)c(OC)c2)c(O)c1
  A = -12 | B = 12 | C = 4 | D = -16 | E = 61* | F = -3 | G = 2.5 | H = -0.1
> Cc1cc(Br)ccc1NC(=O)CN(C)C(=O)c1cc([N+](=O)[O-])ccc1N1CCOCC1
  A = -5 | B = -3 | C = -1 | D = -3 | E = -2 | F = -2 | G = 0.7 | H = 0.3
> C[C@H](CO)N1C[C@H](C)[C@H](CN(C)C(=O)NC2CCCCC2)Oc2c(NC(=O)Nc3ccc(C(F)(F)F)cc3)cccc2C1=O
  A = 5 | B = 1 | C = · | D = -21 | E = -7 | F = 2 | G = -0.5 | H = 0.0
> Cc1[nH]c2ccccc2c1C(=O)C(=O)Nc1ccc2c(c1)OCO2
  A = -3 | B = -3 | C = 3 | D = 52* | E = · | F = -9 | G = -0.1 | H = 0.0

Record cards (already shown). Values in the order: RAD52 inh, RAD54 inh, FN deposition inh, esBAF inh, EWS-Fli inh, S100A4 MyoIIA, E-sel inducer, XiGFP reactiv
Shown for `Cc1cc(CNCc2c(C(=O)N(C)Cc3ccccc3)nc3ccccn23)nn1C` → -11, ·, -7, ·, -27, 1, -0.1, 0.5
Shown for `Cc1cc(N2CCN(C)CC2)nc2ccc(NC(=O)CCC(=O)NCCCOC(C)C)cc12` → 5, ·, 8, ·, 0, -4, 10, 0.0
Shown for `O=C1Nc2ccccc2O/C1=C\c1ccccc1` → -3, -12, 2, 11, -6, 2, ·, 0.3
Shown for `COCCCN1C(=O)C(=O)/C(=C(/O)c2ccc(S(=O)(=O)N3CCOCC3)cc2)C1c1cccc(Cl)c1` (stereo unspecified) → -14, 4, 7, 3, -1, 1, ·, 0.4

(next part)
Letter code – A = RAD52 inh; B = RAD54 inh; C = FN deposition inh; D = esBAF inh; E = EWS-Fli inh; F = S100A4 MyoIIA; G = E-sel inducer; H = XiGFP reactiv
> Cc1noc(C)c1S(=O)(=O)Nc1ccc2c(c1)CC(=O)N([C@H](C)CO)C[C@@H](C)[C@@H](CN(C)S(=O)(=O)c1cccs1)O2
  A = -13 | B = 3 | C = 0 | D = 5 | E = 1 | F = -1 | G = 0.1 | H = -0.3
> C[C@@H]1CN([C@@H](C)CO)C(=O)c2cc(NC(=O)CCN3CCOCC3)ccc2O[C@H]1CN(C)S(=O)(=O)c1ccccc1
  A = -7 | B = 6 | C = · | D = -2 | E = -1 | F = -1 | G = 0.3 | H = -1.1
> c1ccc(CN2CCOCC2)nc1
  A = -77 | B = · | C = · | D = · | E = 1 | F = 6 | G = -0.9 | H = 0.2
> N#C/C(=C/c1ccc(CNS(=O)(=O)c2ccccc2)o1)C(=O)NCc1ccccc1
  A = -37 | B = · | C = -5 | D = · | E = -12 | F = -6 | G = · | H = 0.1
> O=C(C1CCCCC1)N1CC(=O)N2[C@H](C1)[C@@H](c1ccc(-c3cccnc3)cc1)[C@@H]2CO
  A = -8 | B = · | C = · | D = · | E = · | F = 5 | G = 0.5 | H = 0.5
> COc1ccc(N2CC(C(=O)Nc3cccc(OC(C)C)c3)CC2=O)cc1 (stereo unspecified)
  A = -13 | B = -8 | C = -3 | D = 0 | E = 5 | F = -3 | G = -0.2 | H = 0.5
> Cc1ccc(C(=O)OCC(=O)c2ccc(CC(=O)N3CCOCC3)s2)cc1C
  A = -15 | B = -3 | C = -6 | D = -2 | E = -8 | F = -2 | G = · | H = -0.3
> COc1ccc(NS(=O)(=O)c2cccc(C(=O)NNC(=O)c3ccc(=O)[nH]c3)c2)cc1
  A = -5 | B = 3 | C = -16 | D = -19 | E = 0 | F = -3 | G = · | H = 0.0
> CC1CC(C)CN(S(=O)(=O)CCNC(=O)c2ccccc2)C1 (stereo unspecified)
  A = -17 | B = -7 | C = 12 | D = -7 | E = -5 | F = -6 | G = 0.0 | H = -0.1
> CCCC#Cc1ccc2c(c1)O[C@@H](CN(C)C(=O)C1CC1)[C@H](C)CN([C@H](C)CO)S2(=O)=O
  A = -2 | B = 1 | C = · | D = -1 | E = 6 | F = -4 | G = 0.6 | H = -0.3
> O=C(CCc1nc2ccccc2s1)OCC(=O)c1ccccc1
  A = -23 | B = · | C = 0 | D = · | E = -8 | F = 1 | G = 1.1 | H = 0.2
> Cc1ccccc1C(=O)NCC(=O)N1CCN(c2ccccn2)CC1
  A = -5 | B = -1 | C = -7 | D = 19 | E = -14 | F = 7 | G = -0.3 | H = 0.2
> C[C@@H]1CCCCO[C@@H](CN(C)C)[C@@H](C)CN([C@H](C)CO)C(=O)c2cc(NS(=O)(=O)c3cccs3)ccc2O1
  A = -11 | B = 8 | C = -4 | D = -4 | E = -10 | F = 5 | G = 0.0 | H = 0.1
> COc1cc(C(=O)NCC(c2ccccc2)N(C)C)ccc1OCc1c(C)noc1C (stereo unspecified)
  A = -7 | B = 8 | C = 4 | D = 7 | E = -6 | F = -5 | G = · | H = 0.1
